# From PubChem
# FBW7 act: activators of human E3 ligase FBW7; 650,000 compounds, 0.13% hits; normalized activity (activation), % at 26.1 µM; Q969H0; AlphaScreen FBW7–phospho-cyclin E peptide binding, activator screen; AID 1259310; in the data active means normalized activity above about 1.9%;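 further: purified mutant Fbw7 with reduced substrate affinity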
# Target sequence (Q969H0 whole entry, looked up): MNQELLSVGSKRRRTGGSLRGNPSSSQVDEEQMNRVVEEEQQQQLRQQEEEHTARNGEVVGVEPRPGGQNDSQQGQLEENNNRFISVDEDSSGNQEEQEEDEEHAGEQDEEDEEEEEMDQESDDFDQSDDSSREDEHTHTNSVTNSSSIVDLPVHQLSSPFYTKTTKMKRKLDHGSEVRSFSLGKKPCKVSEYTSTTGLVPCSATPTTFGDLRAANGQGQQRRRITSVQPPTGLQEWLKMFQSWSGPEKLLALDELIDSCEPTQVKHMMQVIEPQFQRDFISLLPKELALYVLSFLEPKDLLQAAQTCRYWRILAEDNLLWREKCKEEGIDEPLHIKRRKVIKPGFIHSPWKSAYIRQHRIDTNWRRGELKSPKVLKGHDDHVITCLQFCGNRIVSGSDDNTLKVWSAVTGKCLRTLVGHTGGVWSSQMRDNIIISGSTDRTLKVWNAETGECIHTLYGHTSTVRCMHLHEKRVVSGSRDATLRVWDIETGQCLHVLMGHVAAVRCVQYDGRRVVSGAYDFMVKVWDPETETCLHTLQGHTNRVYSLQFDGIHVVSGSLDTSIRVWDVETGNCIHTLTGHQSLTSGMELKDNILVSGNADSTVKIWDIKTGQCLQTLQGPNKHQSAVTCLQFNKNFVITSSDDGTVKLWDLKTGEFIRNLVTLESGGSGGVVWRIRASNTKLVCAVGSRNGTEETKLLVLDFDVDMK
# MITF inh: inhibitors of human MITF. inhibition, % at 2.6 µM. O75030. AID 1259374. 650,000 compounds, 0.91% hits. AlphaScreen MITF homodimerization, bead proximity signal; in the data active means inhibition above about 50%;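 further: 0% = vehicle wells with protein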
# GPR151 activ: human GPR151 activation. PathHunter beta-arrestin GPR151 cells, luminescence. activation, % at 11.2 µM. 650,000 compounds, 1% hits. AID 1508602; in the data active means activation above about 4.9%;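 further: 0% = median of compound wells and 100% = cells with positive control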
# TEAD-YAP inh: TEAD-YAP interaction inhibition; HEK-TIYL cells, TEAD-Gal4/YAP UAS-luciferase luminescence; inhibition, % at 9.12 µM; 640,000 compounds, 1.4% hits; AID 1259422; in the data active means inhibition above about 32%;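 further: 0% = median of test compound wells and 100% = reference inhibitor wells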
# Starred values were filed as active, the others as inactive.
SMILES,FBW7 act,MITF inh,GPR151 activ,TEAD-YAP inh
CCOC(=O)C1=C(CN2CCCC(c3ccccc3)C2)NC(=O)NC1c1ccc(C)cc1 (stereo unspecified),-0.2,-5,-0.3,6
O=C(CN1C(=O)c2cccc([N+](=O)[O-])c2C1=O)OCC(=O)c1ccc(Cl)cc1,0.0,5,0.9,5
COc1ccc(Nc2oc(-c3ccc([N+](=O)[O-])cc3)nc2C#N)cc1,-0.1,2,-1.6,-7
Cc1cccc(-c2noc(Cc3ccccc3)n2)c1,0.1,-9,1.9,-32
O=C(OCC(=O)c1c[nH]c2ccccc12)c1ccccc1NCc1ccco1,0.4,10,0.2,-55
CCOC(=O)c1ccc(N(C(C)=O)c2nc(-c3cc4ccccc4oc3=O)cs2)cc1,0.4,16,-1.0,0
Cc1cc(C)c2nc(N3CCC(C(=O)NCc4cccs4)CC3)sc2c1,0.0,12,-0.1,2
CC1=C/C(=N\S(=O)(=O)c2ccccc2)C(C)=C(Br)C1=O,0.0,-6,0.9,4
CC1CCCCN1CCNC(=O)Cn1ncc2c1-c1ccccc1OC2 (stereo unspecified),0.2,0,-1.4,-5
O=C(CSc1nnc(NC2CCCCC2)s1)N1CCCCC1,0.0,5,1.6,-15

# As a working copy, part of the list above:
SMILES,FBW7 act,MITF inh,GPR151 activ,TEAD-YAP inh
Cc1cccc(-c2noc(Cc3ccccc3)n2)c1,0.1,-9,1.9,-32
O=C(OCC(=O)c1c[nH]c2ccccc12)c1ccccc1NCc1ccco1,0.4,10,0.2,-55
CCOC(=O)c1ccc(N(C(C)=O)c2nc(-c3cc4ccccc4oc3=O)cs2)cc1,0.4,16,-1.0,0
Cc1cc(C)c2nc(N3CCC(C(=O)NCc4cccs4)CC3)sc2c1,0.0,12,-0.1,2
CC1=C/C(=N\S(=O)(=O)c2ccccc2)C(C)=C(Br)C1=O,0.0,-6,0.9,4
CC1CCCCN1CCNC(=O)Cn1ncc2c1-c1ccccc1OC2 (stereo unspecified),0.2,0,-1.4,-5
O=C(CSc1nnc(NC2CCCCC2)s1)N1CCCCC1,0.0,5,1.6,-15

# Other records follow.
SMILES,FBW7 act,MITF inh,GPR151 activ,TEAD-YAP inh
C=CCn1c(SCC(=O)Nc2sc(C)c(C)c2C(=O)OCC)nc2scc(-c3ccccc3)c2c1=O,0.0,6,1.0,2
COc1ccc(-c2noc(N3CCN(c4ccccn4)CC3)n2)cc1,0.0,0,-0.8,-23
O=C(NCc1ccc2c(c1)OCO2)C1CC1,0.2,-3,-0.4,-6
COc1ccc(S(=O)(=O)NCC2CCCN(C(=O)c3cc(C)oc3C)C2)cc1 (stereo unspecified),0.0,6,0.2,-2
Cc1cccc(NC(=O)CCC2CCN(C(=O)CCN3CCCCO3)CC2)c1,0.1,10,0.6,-6
Cc1nnc(SCc2ccc(Cl)cc2)[nH]c1=O,0.0,-5,-1.1,-5
COCCn1c(SCC(=O)N(C)C)nnc1-c1ccccc1,0.0,14,-0.6,5
Cc1cccc2c1N(C(=O)c1ccc(-c3ccccc3)cc1)C(C)(C)c1ssc(=S)c1-2,0.3,13,0.1,5
OCC1(Cc2ccccc2)CCN(Cc2cccc(F)c2)CC1,-0.1,12,-2.4,7
COC(=O)C1=C(C)NC2=C(C(=O)CCC2)C1c1ccc(OC)c(O)c1 (stereo unspecified),-0.1,-7,0.1,6
CCCCCCN1C(=O)C2C(C(=O)Nc3ccc(Cl)c(Cl)c3)C3(C)C=CC2(O3)C1C(=O)NC1CCCCC1 (stereo unspecified),0.0,-1,0.4,-1
O=C(NCCO)/C(=C\c1ccco1)NC(=O)c1ccccc1I,0.1,25,-1.2,6
Cc1cnc(CNc2nc3ccccc3n3c2nc2ccccc23)cn1,-0.2,2,0.3,12
CC1=C(C(=O)Nc2ccccn2)C(c2ccc(Br)cc2)n2nnnc2N1 (stereo unspecified),0.1,20,-0.9,-82
c1cncc(CN2CCN(Cc3ccc4ccccc4c3)CC2)c1,0.0,81*,0.2,14
CCOc1cc(OCC)cc(C(=O)Nc2ccc(N(CC)CC)cc2)c1,-0.3,3,2.3,-8
O=C(c1c(F)cccc1F)N1CCN(c2ccc3nnc(-c4ccc(F)cc4)n3n2)CC1,0.5,13,0.4,10
O=C(Nc1nnc(-c2cccc([N+](=O)[O-])c2)s1)C12CC3CC(CC(C3)C1)C2,0.0,-6,-0.3,5
Cc1ccc(S(=O)(=O)CCc2nnc(NC(=O)c3ccc(Br)cc3)s2)cc1,0.0,1,1.6,-4
C=CCC1C=CCC(CC=C)N1S(=O)(=O)c1ccc(C)cc1 (stereo unspecified),0.2,-23,-0.7,-2
CCc1ccc(C2C(C#N)=C(N)N(N(C)C)C3=C2C(=O)CCC3)s1 (stereo unspecified),-0.1,4,0.6,-5
CC(C)CC(=O)Nc1cc(C(=O)O)cc(C(=O)O)c1,0.8,3,0.6,6
COc1cc2c(cc1OC)CN(Cc1ccc(C(=O)NCc3ccsc3)c(=O)[nH]1)CC2,0.0,-14,-0.1,-8
Cc1cccc(Cn2cnc3sc(C(N)=O)c(C)c3c2=O)c1,0.0,1,-0.3,-4
CC(C)CCN1CCN(Cc2cccc3cccnc23)CC1CCO (stereo unspecified),-0.1,-7,-1.8,8
CN(C)S(=O)(=O)c1ccc(COc2ccccc2C(=O)Nc2cc(F)ccc2F)o1,0.0,6,0.2,-2
CC1=NN(c2ccc(S(N)(=O)=O)cc2)C(=O)/C1=C/c1ccc(-c2ccc3c(c2)C(=O)NC3=O)o1,0.1,7,0.2,-1
Fc1nc(N2CCOCC2)c(F)c(Oc2ccc(Br)cc2)c1F,0.2,1,0.4,6
CC1CCCCC1NC(=O)CN1C(=O)[C@H]2CCCN2C(=O)c2ccccc21 (stereo partly specified),0.0,-17,-0.4,2
COc1ccc2c(c1)OCC(C(=O)Nc1cc(F)c(-c3cn[nH]c3)cc1N1CCOCC1)C2 (stereo unspecified),0.1,27,-0.8,0

# Complete entries as entered above. Values in the order: FBW7 act | MITF inh | GPR151 activ | TEAD-YAP inh
# `COCCn1c(SCC(=O)N(C)C)nnc1-c1ccccc1` as listed: 0.0 | 14 | -0.6 | 5
# `CCOc1cc(OCC)cc(C(=O)Nc2ccc(N(CC)CC)cc2)c1` as listed: -0.3 | 3 | 2.3 | -8

# The results go on:
SMILES,FBW7 act,MITF inh,GPR151 activ,TEAD-YAP inh
CCOc1ccccc1OCCC(=O)O,-0.1,-5,1.5,2
Cn1nnnc1Sc1ccc(S(=O)(=O)N2CCCCC2)cc1[N+](=O)[O-],0.0,10,1.8,4
CCNC(=O)CP(=O)(c1ccccc1)c1ccccc1,0.1,3,0.0,7
Cc1cccc(CSc2nc(C)cc(=O)[nH]2)c1,0.1,3,-1.1,7
CCOc1ccc(NC(=O)c2cc(S(=O)(=O)N3CCN(c4ccccc4)CC3)ccc2F)cc1,-0.1,2,1.0,4
Cc1nc(NCC2CC2)sc1-c1ccn(Cc2ccncc2)n1,-0.1,10,-0.8,3
Cc1ccc(Nc2nnc(SCC(=O)N3C(C)CCCC3C)s2)cc1 (stereo unspecified),0.0,-2,2.3,6
O=C(NNC(=O)c1ccccc1-c1nc2ccccc2[nH]1)c1ccccc1,-0.1,-5,1.8,4
O=C(CN1CCN(S(=O)(=O)c2ccc(F)cc2)CC1)Nc1ccc(F)c(F)c1,0.3,11,2.6,-9
COc1cc2c(cc1OC)C(COc1ccc(C(C)C)cc1)N(C(C)=O)CC2 (stereo unspecified),-0.1,-3,-1.3,-20
CCCCOc1ccc(CC(=O)NNC(=S)NC)cc1Br,-0.1,7,-0.1,18
COc1ccc(OCC(=O)Nc2cc([N+](=O)[O-])ccc2F)cc1,-0.1,11,-2.5,-32
COCCCNC(=O)C(C)NS(=O)(=O)c1ccc(OC)cc1 (stereo unspecified),0.1,5,2.7,-7
CC(C)(C)OC(=O)NCCN1CCS(=O)(=O)CC1,-0.1,-7,0.3,1
Cc1cc2cc(C#N)c(NCCNC(=O)C3CC3)nc2cc1C,0.2,6,-0.2,1
O=C(NCc1ccc(F)cc1)Nc1ccccc1,-0.1,-6,-1.1,-13
N#CC1=C(N)SC(N)=C(C#N)C1C1CC2C=CC1C21CC1 (stereo unspecified),0.1,1,-0.8,12
CC(C)CC1C(=O)Nc2cc(S(C)(=O)=O)ccc2N1C(=O)C1CCCCC1 (stereo unspecified),0.1,2,-0.8,-16
CCc1ccccc1NC(=O)c1ccc([N+](=O)[O-])s1,-0.1,-8,3.1,-7
COC(=O)c1ccc(NC(=O)CCN2CCN(CCO)CC2)cc1,0.0,-1,-0.2,1
CCC(C)(C)n1nnnc1CN1CCN(c2ccc(OC)cc2)CC1,-0.3,-1,-0.4,-7
CCN(CC)C(=O)c1sc2nc3n(c(=O)c2c1C)CCCCC3,0.1,-5,0.3,-15
CCOC(=O)C(C#N)c1nc(C)nc2c1nnn2Cc1ccccc1Cl (stereo unspecified),-0.2,-1,0.1,4
CN(C)c1ccc(Sc2nnc(N)s2)cc1,-0.2,-3,-1.8,1
CCC(c1nnnn1C(C)(C)C)N(CCCO)Cc1cc2cc(C)cc(C)c2[nH]c1=O (stereo unspecified),0.1,6,0.5,6
COc1cc(CNc2nccn3c(-c4ccsc4)cnc23)cc(OC)c1OC,0.1,13,1.3,-4
Cc1cccnc1NC(=S)NC(=O)/C=C/c1ccco1,-0.4,-5,-0.4,-73
CN1CCN(c2nc(-c3ccccc3)nc3ccccc23)CC1,0.1,-4,-0.7,-6
COc1cc(S(=O)(=O)Nc2ccc(OCC(=O)O)cc2)ccc1Cl,0.0,2,0.1,5
O=C1c2ccccc2C(=O)N1SCc1ccccc1,0.3,-3,0.1,5
S=c1[nH]nc(C2CCCCC2)n1/N=C\c1ccncc1,0.0,-1,-0.1,19
CC1=C(C(=O)OCC(C)C)C(c2cccs2)N2C(=O)CCSC2=N1 (stereo unspecified),0.2,-13,-0.6,-2
COC(=O)CCC(=O)NNc1ccc([N+](=O)[O-])cc1,0.0,-4,0.8,-3
Cc1nc(NC2CCN(S(=O)(=O)c3ccccc3C(F)(F)F)CC2)[nH]c(=O)c1C,0.1,-1,0.8,11
COc1ccc(C2=CSC3=C(C(=O)c4ccc(OC)c(OC)c4OC)CCN23)cc1,0.0,-6,0.0,4
Cc1cccc(NC(=O)Cn2cc3c(n2)CCCC3)c1C,0.0,3,0.9,0
CC(=O)Oc1ccc(NS(=O)(=O)c2ccc3ccccc3c2)cc1,0.0,-16,2.1,-5
O=C(Nc1ccc(-n2cnnn2)cc1)c1ccccn1,0.1,-2,-0.9,-64
N=C1C(c2nc3ccccc3[nH]2)=C(O)CN1NC(=O)c1ccco1,-0.1,-4,-1.5,-92
O=C(CCc1ccccc1)N1CCN(c2ccccc2)CC1,-0.3,-4,-0.5,8
O=C1N=C(N2CCC(C(=O)O)CC2)S/C1=C/c1ccco1,0.5,21,0.7,4
CC1C(=O)Nc2ccc(S(=O)(=O)Nc3cccc(Cl)c3)cc2NC1=O (stereo unspecified),0.0,18,2.4,6
COc1ccc(CN2CCN(S(=O)(=O)c3ccc(Cl)cc3)CC2)c(OC)c1OC,0.1,5,0.6,-4
CCOC(=O)Cc1cnc(NC(=O)CSc2nnc(-c3ccc(OC)cc3)c(-c3ccc(OC)cc3)n2)s1,-0.2,-1,-1.8,-1
CC(=O)Oc1c(Br)cc(N(C(C)=O)S(=O)(=O)c2ccc(Cl)cc2)c2ccccc12,0.0,5,-1.2,-3
COc1cccc(N2C(=O)NC(Cc3c[nH]c4ccccc34)C2=O)c1 (stereo unspecified),0.0,0,-2.3,-6
O=C(O)CSc1nc2ccccc2n1C1CCCCC1,0.1,-4,-1.3,2
Cc1ccccc1C(=O)Nc1nnc(-c2ccc(F)cc2)s1,-0.1,3,-0.3,-6
O=C(c1cnc2ccccn2c1=O)N1CCc2ccccc21,-0.2,-12,-0.2,-7
Cc1cnc(NCCN2CCOCC2)nc1NCCCN1CCCC1=O,0.0,6,1.4,-10
# Additional results
SMILES,FBW7 act,MITF inh,GPR151 activ,TEAD-YAP inh
O=C(Cc1cn(-c2ccc(N3CCc4ccccc4C3)nn2)c2ccccc12)NCc1nc2ccccc2[nH]1,-0.2,0,-1.2,-13
O=C(Nc1cccc(NC(=O)c2cc([N+](=O)[O-])ccc2Br)c1)c1ccco1,-0.5,1,-1.1,15
COc1ccc(CC2(CO)CCN(Cc3cccc4cccnc34)CC2)cc1,0.0,2,1.1,-18
COc1ccc(NC(=O)CN(c2cccc(Cl)c2C)S(C)(=O)=O)cc1Cl,0.0,-1,2.1,1
CCCCNC(=O)C(NS(=O)(=O)c1cccc2nsnc12)c1ccccc1 (stereo unspecified),0.0,6,0.2,7
Cc1c(Cl)ccc(OCCCNCCN(C)C)c1C,-0.3,-30,0.4,-5
O=C(NCc1nc(NCCCc2ccccc2)c2ccccc2n1)C1CCCO1 (stereo unspecified),0.0,-14,-0.7,6
COc1ccc(C(=O)NCC(=O)OCC(=O)NC2CCCCC2C)cc1 (stereo unspecified),0.0,-6,1.2,5
O=C1CCCN1CCn1cnc2c(NCc3cccnc3)nc(N3CCN(Cc4ccc5c(c4)OCO5)CC3)nc21,-0.2,10,-0.1,-11
CC(=O)Oc1ccccc1C(=O)Oc1ccc(/C=N/NC(=O)c2ccccc2O)cc1,-0.1,6,-2.3,16
CCOC(=O)c1sc(NC(=O)C(C)Sc2nnc(CNC(=O)COc3ccccc3)n2-c2cccc(C)c2)c(C(=O)OCC)c1C (stereo unspecified),0.1,-8,0.4,-6
CCOc1cc(S(=O)(=O)n2nnc3ccccc32)ccc1F,-0.6,-20,5.1*,9
